Bioassay records: PubChem, several laboratories
GRK2 aptamer HTS – compounds blocking aptamer binding on GRK2 – biochemical, human GRK2, bead flow cytometry, HTS, primary screen | FAM-aptamer displacement from GRK2 | inhibition of aptamer binding, % at 10 µM | 330,000 tested, 0.59% active | AID 488847, 2010;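 active means inhibition of aptamer binding above 40%, roughly 3 SD of noise, on plates passing a quality check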;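 further: median bead fluorescence of bound FAM aptamer so fluorescent compounds give negative values; no value below 0 was filed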
Target sequence (P25098 whole entry, looked up): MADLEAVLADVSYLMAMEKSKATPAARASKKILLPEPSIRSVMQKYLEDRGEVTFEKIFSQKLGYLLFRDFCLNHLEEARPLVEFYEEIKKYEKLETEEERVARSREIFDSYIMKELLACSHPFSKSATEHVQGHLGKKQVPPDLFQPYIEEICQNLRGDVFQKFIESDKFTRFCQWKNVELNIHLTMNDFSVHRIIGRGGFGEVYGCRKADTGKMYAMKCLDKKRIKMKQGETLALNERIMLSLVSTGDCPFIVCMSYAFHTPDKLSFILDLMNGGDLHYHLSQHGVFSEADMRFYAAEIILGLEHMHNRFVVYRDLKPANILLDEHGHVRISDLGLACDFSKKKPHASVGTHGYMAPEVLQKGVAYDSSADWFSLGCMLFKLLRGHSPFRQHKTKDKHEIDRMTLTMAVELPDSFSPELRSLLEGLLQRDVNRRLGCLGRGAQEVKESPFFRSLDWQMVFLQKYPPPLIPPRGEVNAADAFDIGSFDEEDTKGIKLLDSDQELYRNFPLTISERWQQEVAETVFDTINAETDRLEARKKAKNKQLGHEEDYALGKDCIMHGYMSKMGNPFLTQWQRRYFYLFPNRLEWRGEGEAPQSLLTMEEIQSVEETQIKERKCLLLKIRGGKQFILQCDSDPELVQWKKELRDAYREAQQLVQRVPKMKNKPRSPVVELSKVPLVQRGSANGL
CIT2-GFP yeast – modulators of CIT2-GFP expression in yeast, primary screen, S. cerevisiae, GFP fusion, multiplex flow cytometry, MLPCN library. S. cerevisiae CIT2-GFP strain, 3 h; 100 means same as DMSO wells. 320,000 tested, 0.065% active. GFP response vs DMSO, % at 10 µM;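 active means GFP response relative to DMSO above a set limit, near the screen mean plus 3 SD, cut at about 150% in these data; inconclusive means Fewer than 70 cells measured for a yeast strain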;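 further: ratio of well median GFP fluorescence to mean of DMSO wells on the plate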
MCL1 BIM primary – inhibitors of MCL1 binding to BIM-BH3, primary screen, biochemical, fluorescence polarization; Induced myeloid leukemia cell differentiation protein Mcl-1 (Homo sapiens), Q07820; GST-MCL1 / FITC-Bim-BH3 fluorescence polarization; inhibition, % at 10.9 µM; 320,000 tested, 0.68% active; AID 2057, 2009;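 active means inhibition above the mean inhibition of all tested compounds plus 3 SD, set per campaign, cut at about 40% in these data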;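 further: 0% = DMSO wells and 100% = unlabeled Bim-BH3 peptide control; higher means more loss of mP so more displacement of Bim peptide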
Target sequence (Q07820 whole entry, looked up): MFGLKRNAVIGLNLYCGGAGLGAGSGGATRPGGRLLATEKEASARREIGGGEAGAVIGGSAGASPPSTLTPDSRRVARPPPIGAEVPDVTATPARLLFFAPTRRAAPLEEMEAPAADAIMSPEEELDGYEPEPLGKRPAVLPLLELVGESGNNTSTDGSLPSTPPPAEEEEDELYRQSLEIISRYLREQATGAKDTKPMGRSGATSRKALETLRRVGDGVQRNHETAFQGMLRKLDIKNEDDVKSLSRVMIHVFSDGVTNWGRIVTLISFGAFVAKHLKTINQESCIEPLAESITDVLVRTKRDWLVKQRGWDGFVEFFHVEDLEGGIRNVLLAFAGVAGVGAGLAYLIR
Fam108B counter – mouse Fam108B serine hydrolase inhibitors, primary screen, counter-screen for RBBP9 inhibitor project, biochemical, fluorescence polarization; recombinant Fam108B, FP-Rh probe fluorescence polarization; inhibition, % at 9.51 µM; 300,000 tested, 0.33% active; AID 1947, 2009;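 active means inhibition above the screen mean inhibition plus 3 SD, computed separately per campaign, cut at about 18% in these data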;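 further: inhibitors lower polarization as less probe binds the enzyme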
GLD-1 TGE inh – GLD-1/TGE RNA complex disruptors, primary screen, biochemical, fluorescence polarization; Female germline-specific tumor suppressor gld-1 (Caenorhabditis elegans), Q17339; 320,000 tested, 0.44% active; inhibition, % at 5.96 µM; AID 2280, 2010; purified GLD-1 + fluorescein TGE RNA;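 active means percent inhibition above a per-plate cutoff, the plate mean of test compounds plus 3 SD, cut at about 30% in these data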;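 further: 0% = DMSO wells with GLD-1 and probe and 100% = wells lacking GLD-1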
BCLXL inh – inhibitors of human Bcl-xL, primary screen, biochemical, fluorescence polarization, HTS; GST-Bcl-xL / FITC-Bim BH3 peptide fluorescence polarization; inhibition, % at 10.9 µM; AID 2129, 2009; 320,000 tested, 0.7% active;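 active means inhibition above the mean of all tested compounds plus 3 SD, cutoff set per campaign, cut at about 30% in these data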;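 further: 0% = DMSO wells and 100% = unlabeled Bim-BH3 peptide competitor; inhibitors lower millipolarization by displacing the labeled peptide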
AGP1-GFP MLPCN – modulators of AGP1-GFP expression in yeast TOR pathway, primary screen, cell-based, multiplex flow cytometry, S. cerevisiae, MLPCN library; 3 h; GFP as percent of DMSO wells; GFP response vs DMSO, % at 10 µM; 320,000 tested, 0.02% active; AID 2066, 2009;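 active means GFP response relative to DMSO above a set limit, near screen average plus 3 SD, cut at about 150% in these data; inconclusive means fewer than 70 cells counted for the yeast strain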;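 further: median GFP channel fluorescence of the gated AGP1 strain per well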
MEX-5 binding – MEX-5 zinc finger RNA-binding disruptors – biochemical, C. elegans, fluorescence polarization, MLPCN library, primary screen | activity score (negative = inhibition of binding), % at 10 µM | 300,000 tested, 0.38% active | MEX-5/FITC-TCR2 RNA binding; active compounds read low | AID 1832, 2009;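 active means inhibition past about -25% in most replicates, and total fluorescence under double the plate's negative control median, limit read from the data; inconclusive means replicates evenly split on the limit, or fluorescence at least double controls; inactive means too little inhibition in most replicates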;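 further: 0% = DMSO and -100% = 5 µM competing unlabeled TCR2 RNA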
VLA-4 inh – inhibition in human VLA-4 binding assay, primary screen, VLA-4 allosteric modulator project, MLPCN library, flow cytometry, VLA-4 expressing cells; ligand binding flow cytometry; inhibition, % (about 7 µM as worked out from the volumes in the protocol); 330,000 tested, 0.2% active; in the data active means inhibition above about 50%
* hit, by the source's call; ? = inconclusive; . = no result given; + = active, no number; & = joins results of further samples; [ ] = another dose, or the depositor's remark. This is a subset. The share of hits here may be higher or lower than overall.

SMILES	GRK2 aptamer HTS	CIT2-GFP yeast	MCL1 BIM primary	Fam108B counter	GLD-1 TGE inh	BCLXL inh	AGP1-GFP MLPCN	MEX-5 binding	VLA-4 inh
Cc1c(-c2cccc(Cl)c2)nc2ccccc2c1C(=O)N1CCC2(CC1)OCCO2	8	99	-4	3	1	0	97	-0.6	9
COC(=O)C1=C(c2ccc(OC(F)(F)F)cc2)C[C@@H]2CC[C@H]1N2C(=O)N1CCOCC1	2	92	3	.	1	4	96	.	3
COc1cc(/C=C2\C(=O)NC(=O)N(CCc3ccc(F)cc3)C2=O)ccc1O	0	102	4	-4	-12	-20	88	-1.4	6
CCOc1cc(/C=C2\C(=O)NC(=O)N(CCc3ccc(F)cc3)C2=O)ccc1O	0	95[may fluoresce red]	-2	4	-26	-25	?	-7.1	-5
O=[N+]([O-])c1ccc(C2C3C(c4ccccc4)=NC4(CCCCC4)N32)cc1 (stereo not given)	1	111	5	5	4	2	105	-0.9	5
c1cc2c(cc1C1OCC3C(c4ccc5c(c4)OCO5)OCC13)OCO2 (stereo not given)	1	95	.	.	6	.	102	.	0
CN1CCN(c2ccc(/C=C3\C(=O)NC(=S)N(c4cccc(Br)c4)C3=O)o2)CC1	0	105	-199	-21	-64	-81	96	55	-192
C=C1C2C[C@@]3([C@@H]1O)[C@@H](C[C@@H]2O)[C@@]12C4[C@@H]3C[C@@H]1[C@@](C)(CC[C@@H]2O)CN4CC	3	89	4	1	6	6	97	.	20
Fc1ccccc1CNC1CN2CCC1CC2 (stereo not given)	13	100	2	-2	-3	0	99	0.3	-4
C[C@H]1OC[C@@H](C[N+](C)(C)C)O1	1	98	-4	2	5	-5	91	-0.6	-10
CCOC(=O)C(O)(c1ccc(N(CC)C(=O)OC)cc1)C(F)(F)F (stereo not given)	3	.	1	1	5	-2	101	-0.5	2
c1ccc(C2(N3CCCCC3)CCCCC2)cc1	0	95	.	.	-1	.	98	.	10
O=C1NC(c2cc3ccccc3nc2Cl)Nc2ccccc21 (stereo not given)	0	108	-2	-1	3	2	94	3.5	-3
CN(C)CCN=Cc1c(O)n(Cc2ccco2)c(=O)[nH]c1=O	1	111	5	-5	-2	-1	108	-0.8	-4
COc1ccc(OC)c(NC(=O)N2C[C@H]3C[C@@H](C2)c2cccc(=O)n2C3)c1	3	108	1	5	4	2	110	-1.4	-14
CCNc1ccc(P(=S)(N(C)C)N(C)C)cc1	2	85	2	-1	4	1	95	-0.5	5
CNC(=O)O/N=C/c1nn(C(=O)C(C)(C)C)cc1Br	0	93	5	-2	-6	-3	95	-3.3	-1
CN(C/N=C(\N)N[N+](=O)[O-])S(=O)(=O)c1ccccc1	2	100	9	-3	-11	2	103	0.6	-1
CCOC(=O)c1ccccc1NC(=O)c1c(O)[nH]c(=O)[nH]c1=O	0	73	12	3	2	7	75	1.4	30
Cc1cccc(NC(=O)N2C[C@H]3C[C@@H](C2)c2cccc(=O)n2C3)c1	1	114	-6	3	-1	2	102	0.9	6
Nc1c2c(nc3ccccc13)CCN(Cc1ccccc1)C2	0	97	+	3	97*	167*	102	-3.2	-42
O=C1CC(=O)N(c2cccc(C(F)(F)F)c2)C(=O)N1	0	100	-21	-2	-25	-17	96	14	6
Fc1ccc(Cn2nnnc2C(c2ccc(F)cc2)N2CC=C(c3ccc(F)cc3)CC2)cc1 (stereo not given)	0	101	-1	1	-1	5	97	4.6	-8
COc1ccc(/C=C/C(=O)c2c(O)n(CCC3=CCCCC3)c(=O)[nH]c2=O)cc1	1	97	11	-4	-3	7	94	-22	11
O=C(Nc1nccs1)c1c(O)c2c(n(Cc3ccco3)c1=O)CCCC2	1	120	3	-3	-5	0	118	2.9	-2
Cc1ccsc1C(=O)C1CCCN(Cc2cnc(N(C)C)s2)C1 (stereo not given)	1	108	1	3	2	-1	104	2.1	-4
O=S1(=O)CC2(N3CCOCC3)CCCCCCC21 (stereo not given)	2	102	4	2	3	2	101	-1.2	6
CCN1C[C@]2(COC)CC[C@H](O)[C@@]34C5C[C@H]6[C@H](O)C5[C@](O)(C[C@H]6OC)[C@@H]([C@H](OC)C23)[C@@H]14 (stereo not given in full)	0	97	1	-4	3	1	102	0.6	3
CSc1ccc(CNC(C)C(O)c2ccccc2)cc1 (stereo not given)	0	98	2	1	2	1	108	0.9	3
CCN1C[C@]2(OC(=O)c3ccccc3NC(C)=O)CCC(OC)C34C5C[C@H]6C(OC)[C@]5(O)[C@](O)(C[C@@H]6OC)C(C[C@@H]32)[C@H]14 (stereo not given in full)	0	105	-2	-3	4	0	104	-0.4	-4
O=c1[nH]c(=S)n(C2CC2)c(O)c1C=NCCc1ccccc1	2	101	1	-5	-2	5	110	0.3	4
CCc1sc(C(=O)N2CCC3(CC2)OCCO3)cc1Br	0	90	-4	4	2	2	96	3.2	7
N=C1SCC(=O)N1Cc1ccccc1	0	99	-3	4	-8	5	98	0.6	-8
O=C1OCc2cc(N=Nc3c(O)[nH]c(=O)[nH]c3=O)ccc21	2	105	-1	-2	2	2	106	-1.6	-2
CCN1CC2([N+](=O)[O-])CC=C(Cl)C([N+](=O)[O-])(C1)C2 (stereo not given)	0	94	6	0	-2	7	99	-0.3	3
COc1ccc(N2C(=O)/C(=C/c3ccc(N(C)C)o3)C(=O)NC2=S)cc1	1	96	-158	-10	-206	-102	93	33	-13
CNCC(O)c1ccc(O)cc1 (stereo not given)	2	85	-2	2	-1	-1	92	-1.3	7
O=C1NC(=S)NC(=O)C1=Cc1ccc(OCC(=O)N2CCCC2)cc1	7	?	18	5	-8	8	?	-3.1	-13
Nc1ccc([As](=O)(O)O)cc1	0	83	-2	3	2	3	88	-8.6	30
CC(C)c1ccc(-n2c(O)c(/C=N/N3CCOCC3)c(=O)[nH]c2=S)cc1	0	104	1	1	-3	3	113	.	-3

For reference, part of the list above.
SMILES	GRK2 aptamer HTS	CIT2-GFP yeast	MCL1 BIM primary	Fam108B counter	GLD-1 TGE inh	BCLXL inh	AGP1-GFP MLPCN	MEX-5 binding	VLA-4 inh
Cc1cccc(NC(=O)N2C[C@H]3C[C@@H](C2)c2cccc(=O)n2C3)c1	1	114	-6	3	-1	2	102	0.9	6
Nc1c2c(nc3ccccc13)CCN(Cc1ccccc1)C2	0	97	+	3	97*	167*	102	-3.2	-42
O=C1CC(=O)N(c2cccc(C(F)(F)F)c2)C(=O)N1	0	100	-21	-2	-25	-17	96	14	6
Fc1ccc(Cn2nnnc2C(c2ccc(F)cc2)N2CC=C(c3ccc(F)cc3)CC2)cc1 (stereo not given)	0	101	-1	1	-1	5	97	4.6	-8
COc1ccc(/C=C/C(=O)c2c(O)n(CCC3=CCCCC3)c(=O)[nH]c2=O)cc1	1	97	11	-4	-3	7	94	-22	11
O=C(Nc1nccs1)c1c(O)c2c(n(Cc3ccco3)c1=O)CCCC2	1	120	3	-3	-5	0	118	2.9	-2
Cc1ccsc1C(=O)C1CCCN(Cc2cnc(N(C)C)s2)C1 (stereo not given)	1	108	1	3	2	-1	104	2.1	-4
O=S1(=O)CC2(N3CCOCC3)CCCCCCC21 (stereo not given)	2	102	4	2	3	2	101	-1.2	6
CCN1C[C@]2(COC)CC[C@H](O)[C@@]34C5C[C@H]6[C@H](O)C5[C@](O)(C[C@H]6OC)[C@@H]([C@H](OC)C23)[C@@H]14 (stereo not given in full)	0	97	1	-4	3	1	102	0.6	3
CSc1ccc(CNC(C)C(O)c2ccccc2)cc1 (stereo not given)	0	98	2	1	2	1	108	0.9	3
CCN1C[C@]2(OC(=O)c3ccccc3NC(C)=O)CCC(OC)C34C5C[C@H]6C(OC)[C@]5(O)[C@](O)(C[C@@H]6OC)C(C[C@@H]32)[C@H]14 (stereo not given in full)	0	105	-2	-3	4	0	104	-0.4	-4
O=c1[nH]c(=S)n(C2CC2)c(O)c1C=NCCc1ccccc1	2	101	1	-5	-2	5	110	0.3	4
CCc1sc(C(=O)N2CCC3(CC2)OCCO3)cc1Br	0	90	-4	4	2	2	96	3.2	7
N=C1SCC(=O)N1Cc1ccccc1	0	99	-3	4	-8	5	98	0.6	-8
O=C1OCc2cc(N=Nc3c(O)[nH]c(=O)[nH]c3=O)ccc21	2	105	-1	-2	2	2	106	-1.6	-2
CCN1CC2([N+](=O)[O-])CC=C(Cl)C([N+](=O)[O-])(C1)C2 (stereo not given)	0	94	6	0	-2	7	99	-0.3	3
COc1ccc(N2C(=O)/C(=C/c3ccc(N(C)C)o3)C(=O)NC2=S)cc1	1	96	-158	-10	-206	-102	93	33	-13
CNCC(O)c1ccc(O)cc1 (stereo not given)	2	85	-2	2	-1	-1	92	-1.3	7

Returning to the listing with the two entries that preceded the break.
SMILES	GRK2 aptamer HTS	CIT2-GFP yeast	MCL1 BIM primary	Fam108B counter	GLD-1 TGE inh	BCLXL inh	AGP1-GFP MLPCN	MEX-5 binding	VLA-4 inh
Nc1ccc([As](=O)(O)O)cc1	0	83	-2	3	2	3	88	-8.6	30
CC(C)c1ccc(-n2c(O)c(/C=N/N3CCOCC3)c(=O)[nH]c2=S)cc1	0	104	1	1	-3	3	113	.	-3
C=C(C=O)CC1CC(O)[C@]2(C)OC3C[C@@H]4OC5C[C@]6(C)O[C@]7(C)CCC8OC9C[C@]%10(C)OC(/C(C)=C\CO)C(O)CC%10OC9CC(C)C8OC7CC6O[C@]5(C)C/C=C\C4OC3CC2O1 (stereo not given in full)	0	86	4	1	-2	6	90	.	2
CCN(CC)CC(=O)Nc1ccc(Cl)cc1C(=O)c1ccccc1	3	95	7	-1	-2	2	100	-0.5	7
COc1ccc(N2C(=O)CC(=O)NC2=O)cc1	0	96	4	-4	-12	-1	108	8.2	-5
Cc1nn(Cc2ccccc2)c(Cl)c1C(=O)OCC(=O)N1CCCC1	0	85	11	-1	-7	7	92	-1.7	-4
CC(=O)OCC[N+](C)(C)C	3&0&2	92&80&81	-10&-4&1	-7&4&0	6&0&7	4&1&0	95&89&80	2.3&0.1&-0.4	3&31&7
CCc1ccc(OCC(=O)N2CCN(CC(=O)Nc3ccccc3Cl)CC2)cc1	0	95	4	.	-7	1	108	.	0
COC(=O)c1ccccc1-n1c(C)nc2ccccc2c1=O	3	96	0	0	1	8	102	.	4
O=C(N/N=C/c1c(O)n(CCC2=CCCCC2)c(=O)[nH]c1=O)c1ccccc1	0	95	31	0	-7	4	95	-1.2	23
CCc1c(C)nc(N)nc1N1N=C1SC(C(C)=O)C(C)=O	5	111	-3	6	5	-8	112	0.6	0
NCCc1c[nH]c2ccc(F)cc12	0	88	0	0	-10	-1	94	0.4	-1
